# TRPC4 potent: allosterically enhances the mouse TRPC4 cation channel. HEK293 TRPC4beta/mu-opioid, DAMGO EC20, Fluo-4 Ca2+ flux; active compounds read high. 310,000 tested, 0.42% active. AID 2227. B-score at 10 µM. Q9QUQ5;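 active = B-score of calcium response area above 5 SD of library B-scores, with initial fluorescence ratio within 5 SD of library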;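 note: B-score of integrated fluorescence ratio over time as area under calcium response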
# Target sequence (Q9QUQ5 whole entry, looked up): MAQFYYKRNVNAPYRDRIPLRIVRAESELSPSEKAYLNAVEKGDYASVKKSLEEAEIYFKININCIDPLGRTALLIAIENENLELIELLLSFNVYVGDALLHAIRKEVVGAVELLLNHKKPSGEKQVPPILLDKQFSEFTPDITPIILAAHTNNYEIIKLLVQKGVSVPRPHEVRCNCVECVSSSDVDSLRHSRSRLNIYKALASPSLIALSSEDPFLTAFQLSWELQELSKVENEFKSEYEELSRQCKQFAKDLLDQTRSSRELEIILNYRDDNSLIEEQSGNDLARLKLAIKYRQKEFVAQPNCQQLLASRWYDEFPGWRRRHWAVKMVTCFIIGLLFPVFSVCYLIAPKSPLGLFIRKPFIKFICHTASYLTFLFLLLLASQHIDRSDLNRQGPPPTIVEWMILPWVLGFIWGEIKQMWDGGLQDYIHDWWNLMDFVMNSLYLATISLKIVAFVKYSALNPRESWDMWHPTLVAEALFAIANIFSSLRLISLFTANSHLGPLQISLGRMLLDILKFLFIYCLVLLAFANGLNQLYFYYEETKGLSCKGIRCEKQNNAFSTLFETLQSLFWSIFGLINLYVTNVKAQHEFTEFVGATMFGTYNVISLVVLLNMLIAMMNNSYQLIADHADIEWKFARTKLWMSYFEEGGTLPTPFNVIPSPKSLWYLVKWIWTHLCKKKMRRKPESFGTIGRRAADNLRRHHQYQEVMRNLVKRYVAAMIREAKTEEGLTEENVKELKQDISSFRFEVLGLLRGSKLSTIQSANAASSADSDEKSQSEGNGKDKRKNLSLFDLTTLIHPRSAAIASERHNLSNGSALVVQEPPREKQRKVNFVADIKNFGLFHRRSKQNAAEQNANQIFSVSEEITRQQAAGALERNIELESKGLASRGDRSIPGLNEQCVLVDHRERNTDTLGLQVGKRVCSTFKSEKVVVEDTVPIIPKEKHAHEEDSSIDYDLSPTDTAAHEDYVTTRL
# MrgX1 antagonist: antagonists of human MrgX1 receptor; MRGX1-HEK293 calcium flux, Fluo-4, BAM8-22 antagonism; active compounds read low; 310,000 tested, 1.3% active; B-score at 10 µM; Q96LB2;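 active = calcium-response B-score plate-corrected more than 3 library SD below zero, starting fluorescence within 5 deviations, no agonist response on first addition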;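 note: peak minus trough fluorescence over baseline after final BAM8-22 challenge near maximal dose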
# aSyn UTR inh: MLPCN primary screen, SNCA 5' untranslated region | alpha-synuclein 5'UTR reporter, inhibitor activity | inhibition, % (tested at 7.5 µM) | 300,000 tested, 0.82% active; in the data active = inhibition above about 60%;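 note: H4 neuroglioblastoma cells stably carrying SNCA 5'UTR luciferase fusion; 0% = DMSO wells and 100% = positive control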
# TRPC4 agonist: opens the mouse TRPC4 cation channel. AID 2237. Q9QUQ5. B-score at 10 µM. 310,000 tested, 0.49% active. HEK293 TRPC4beta/mu-opioid, Fluo4 calcium fluorescence; active compounds read high;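 active = B-score above 5 SD of library B-scores, and initial fluorescence ratio not above library mean plus 5 SD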;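 note: positive B-score marks a calcium rise read as TRPC4 activation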
#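 Assay system: HEK293 stable line with TRPC4beta plus mu-opioid receptor. Times: dye 45 min RT, read 110 s. Measured by: kinetic Fluo4 calcium fluorescence. Measure: B score of integrated ratio. Controls: assay buffer as low control, maximal DAMGO as high control.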
# IEC-6 cytotox: kills IEC-6 intestinal cells in KLF5 counter-screen | IEC-6 cytotoxicity, luminescence viability | inhibition, % at 5 µM | 290,000 tested, 0.78% active | AID 1825; in the data active = inhibition above about 22%;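 note: 0% = plate median of test compound wells and 100% = cytotoxic reference compound wells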
# SKKanGAS inh: SKKanGAS growth inhibition | S. pyogenes SKKanGAS, kanamycin growth, BacTiter-Glo, 6 h | inhibition, % at 7.5 µM | 300,000 tested, 1.3% active | AID 1662;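 active = mean replicate score, as percent of positive control median, at least 50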;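 note: strain carries kanamycin resistance gene driven by streptokinase promoter and grows in 40 µg/ml kanamycin; loss of luminescence reflects streptokinase promoter inhibition or plain growth inhibition; 0% = median of DMSO wells and 100% = positive control at its reference dose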
# HIF act: HIF pathway transcriptional activation | U2OS HRE-luciferase reporter, luminescence; normalized: DMSO 0%, desferrioxamine 100% | activation, % at 7.5 µM (by protocol) | 300,000 tested, 0.32% active | AID 1910;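 active = mean activation of at least 10% of the iron chelator positive control signal, with at least half of replicates also reaching 10%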
# KLF5 inh: suppresses KLF5 promoter-driven expression; DLD-1 KLF5 promoter-luciferase reporter, luminescence; inhibition, % at 5 µM; 290,000 tested, 0.23% active; AID 1700;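 active = inhibition above a per-plate limit of that plate's mean compound inhibition plus 3 SD, cut at about 60% in these data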;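 note: 0% = DMSO wells and 100% = LY294002 at 200 µM; higher means less KLF5 promoter-driven luciferase light; inactives centre near -14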
# TRPC6 inh: mouse TRPC6 channel inhibition | HEK293-TRPC6, membrane potential dye, ACh-evoked depolarization; active compounds read low | Q61143 | 310,000 tested, 1.1% active | B-score at 10 µM;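 active = B-score under library mean minus 3 SD, initial fluorescence not abnormally high, positive integrated signal ratio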;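 note: B-score derived from integrated fluorescence ratio over the kinetic read; more negative B-score means stronger inhibition of depolarization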
# TRPC4 block: blocks the mouse TRPC4 cation channel; Q9QUQ5; HEK293 TRPC4beta/mu-opioid, DAMGO-evoked Fluo4 calcium flux; active compounds read low; B-score at 10 µM; 300,000 tested, 0.39% active;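 active = B-score over 3 SD under the library average, no early fluorescence shift, positive overall ratio signal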
#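 Assay system – HEK293 line stably carrying TRPC4beta and mu-opioid receptor · Doses – single dose · Detection – Fluo4 calcium-dye fluorescence, kinetic read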
# TRPC6 activator: activates the mouse TRPC6 cation channel; 310,000 tested, 0.13% active; B-score at 10 µM; HEK293-TRPC6 membrane potential dye fluorescence; active compounds read high;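 active = B-score of the integrated fluorescence ratio above library mean plus 3 SD, and starting fluorescence ratio within library mean plus 5 SD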;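 note: higher score means more depolarization so channel activation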
# * hit, by the source's call; i = inactive; · = not tested or not shown.
SMILES | TRPC6 activator | TRPC4 agonist | TRPC4 potent | SKKanGAS inh | IEC-6 cytotox | MrgX1 antagonist | TRPC4 block | aSyn UTR inh | HIF act | KLF5 inh | TRPC6 inh
COc1cccc(CN(CC(=O)NC2CCCC2)C(=O)Cn2nnc(-c3cccs3)n2)c1 | i | i | i | -5 | 1 | i | i | 33 | 0.3 | -8 | i
COc1ccc(-c2csc(NC(=O)CCN3C(=O)C4CC=CCC4C3=O)n2)cc1OC (stereo not drawn) | i | i | i | 1 | · | i | i | 22 | -0.2 | · | i
Cc1ccc(-n2ncc3c(N4CCN(c5ccc(F)cc5)CC4)ncnc32)c(C)c1 | i | i | i | 28 | -2 | i | i | 21 | 0.1 | -20 | i
O=C(Nc1cccc(C(=O)O)c1)/C(=C\c1ccc2c(c1)OCO2)NC(=O)c1ccc(Br)cc1 | i | i | i | 9 | 1 | i | i | -2 | -0.3 | -34 | i
CN1CCN(C2=C(Cl)C(=O)N(Cc3ccccc3)C2=O)CC1 | i | i | i | -18 | -7 | i | i | -120 | -0.2 | -11 | i
CCCCCOC(=O)Cn1c(N2CCCCCC2)nc2c1c(=O)[nH]c(=O)n2C | i | i | i | -1 | -5 | i | · | 1 | -0.2 | -9 | i
CCN(CC)c1ccc(/C=N/N2CCN(Cc3ccccc3Cl)CC2)c(O)c1 | i | i | i | 13 | 4 | i | i | 1 | 0.0 | -11 | i
Cc1[nH]ccc(=O)c1OCc1c(F)cccc1Cl | i | i | i | -1 | 3 | i | i | 2 | -0.3 | 6 | i
COc1ccc(Cn2c(=S)[nH]c3cc(C(=O)N4CCN(c5ccccc5)CC4)ccc3c2=O)cc1 | i | i | i | 28 | -4 | i | i | 0 | 0.5 | 10 | i
CCOc1ccc(NC(=O)CN2C(=O)CCSc3ccc(S(=O)(=O)N4CCCC4)cc32)cc1 | i | i | i | 29 | 3 | i | i | 8 | -0.1 | -1 | i
O=C(c1ccc([N+](=O)[O-])o1)N1CCN(c2nc3c(Cl)cccc3s2)CC1 | i | i | i | 9 | · | i | i | -50 | 0.1 | · | i
CCc1cccc(NC(=O)Cn2c(=O)c3cccn3c3ccccc32)c1 | i | i | i | 9 | 2 | i | i | 31 | -2.1 | -6 | i
CN1/C(=C\C(=O)C[n+]2cccc(C(N)=O)c2)C(C)(C)c2ccccc21 | i | i | i | -9 | -6 | i | i | 12 | 0.1 | -4 | i
COc1ccc(NC(=S)NCCc2c[nH]c3ccc(OC)cc23)c(OC)c1 | i | i | i | -8 | -3 | i | i | 10 | -0.1 | -1 | i
O=S(=O)(c1ccccc1F)N1CCN(c2nc3ccccc3s2)CC1 | i | i | i | -2 | -1 | i | i | -116 | 1.8 | 1 | i
CCOc1ccc(N2C(=O)C3CCCN3C2=O)cc1 (stereo not drawn) | i | i | i | -6 | -3 | i | i | -6 | 0.9 | -14 | i
CCCNC(=O)NNC(=O)c1ccc(F)cc1 | i | i | i | 16 | -9 | i | i | 19 | -0.4 | -20 | i
CCCCOC(=O)c1ccccc1N1C(=O)C2C3CCC(C3)C2C1=O (stereo not drawn) | i | i | i | -1 | -4 | i | i | 1 | -5.4 | -17 | i
CC1(OC(=O)CCc2ccccc2)C(=O)C=C2C=C(c3ccc(C#N)cc3)N(CCc3c[nH]c4ccccc34)C=C2C1=O (stereo not drawn) | i | i | i | 10 | · | i | i | -13 | -0.1 | · | i
COC(=O)c1ccccc1N(C)S(=O)(=O)c1cc2c(cc1C)OCC(=O)N2 | i | i | i | -7 | -4 | i | i | 32 | 0.1 | 23 | i
Cc1cc(C)nc(CCNC(=O)c2cc(COc3c(F)cccc3F)on2)n1 | i | i | i | -2 | -4 | i | i | -1 | 0.0 | 11 | i
O=C(O)c1ccc(NC(=O)C2CCCCC2)cc1 | i | i | i | 2 | 3 | i | i | -6 | 0.1 | -22 | i
O=C(O)CCC(=O)Nc1sc2c(c1C(=O)NCc1ccccc1)CCCC2 | i | i | i | 5 | -3 | i | i | -8 | -0.8 | -44 | i
Cc1nnc(Sc2c(-c3ccccc3)c3ccc(Cl)cc3[nH]c2=O)s1 | i | i | i | -5 | 1 | i | i | 38 | -0.3 | -12 | i
Cc1ccc(-c2csc(NC(=O)C3=COCCO3)n2)cc1 | i | i | i | -4 | -3 | i | i | -169 | 3.3 | -82 | i
COCCN1CCN(C(=O)C2CCC(=O)N(Cc3cccc(C(F)(F)F)c3)C2)CC1 (stereo not drawn) | i | i | i | 6 | 2 | i | i | -4 | 0.3 | -62 | i
Cc1ccc(C2C(=O)N(C3CCCC3)CC(=O)N2C2CCCCC2)cc1 (stereo not drawn) | i | i | i | -4 | -3 | i | i | 18 | -0.6 | -4 | i
Cc1[nH]c(=O)[nH]c(=O)c1/C=N/NC(=O)[C@H](C)NC(=O)OC(C)(C)C | i | i | i | 0 | 4 | i | i | -32 | -0.2 | -24 | i
CC(C)(C(=O)c1ccccc1)/[N+]([O-])=C/c1ccccc1 | i | i | i | -4 | 7 | i | i | -16 | 0.0 | -4 | i
COc1ccc(CC(=O)N2CCN=C2SCc2cccc([N+](=O)[O-])c2)cc1 | i | i | i | -5 | 9 | i | i | -3 | -0.1 | -5 | i
COc1ccc(-n2nc(C(=O)NCC(=O)N3CC(C)CC(C)C3)c3ccccc3c2=O)cc1OC (stereo not drawn) | i | i | i | 2 | -3 | i | i | -7 | -0.6 | -2 | i
C[N+](C)=C1SCC(C)(/C=N/O)S1 (stereo not drawn) | i | i | i | 4 | 0 | i | i | -18 | -0.1 | 26 | i
Cc1c(F)cccc1NS(=O)(=O)c1ccc2c(c1)n(C)c(=O)c(=O)n2C | i | i | i | -2 | -4 | i | i | 4 | 1.2 | -17 | i
CCN1C(=O)/C(=C\c2ccncc2)SC1=Nc1ccc(C)c(C)c1 | i | i | i | 13 | -2 | i | i | 48 | 0.3 | -7 | i
COc1ccc(N2C(=O)CC(Sc3nc(C)cc(C)c3C#N)C2=O)cc1 (stereo not drawn) | i | i | i | 1 | -2 | i | i | -87 | 0.4 | -18 | i
Cc1ccc(NC(=O)Nc2ccc3c(c2)CCC3)cc1C | i | i | i | 2 | 3 | i | i | -51 | 2.9 | -56 | i
CCC(CC)c1nnc(NC(=O)CCc2ccccc2)s1 | i | i | i | 7 | -4 | i | i | -4 | 0.9 | -18 | i
O=C(NC1=NCCS1)c1nc(-c2ccccc2)n(-c2ccccc2)n1 | i | i | i | -3 | -5 | i | i | -16 | -0.5 | -17 | i
O=C(CCC(=O)c1ccc(F)cc1)Nc1ccccc1Cl | i | i | i | -1 | -2 | i | i | -3 | 0.1 | -38 | i
Clc1ccc(Cc2ccccc2)nn1 | i | i | i | -9 | -2 | i | i | -7 | -0.1 | -4 | i
Cc1ccc(-c2nnc(SCC(=O)Nc3ccccc3F)o2)cc1 | i | i | i | -7 | 28* | i | i | 92* | -3.3 | 100* | i
COCc1cc(CNC(=O)C2CCC(=O)N(Cc3ccccc3OC)C2)[nH]n1 (stereo not drawn) | i | i | i | 2 | 3 | i | i | 15 | 0.1 | -17 | i
O=C(NNC(=O)C1CCN(S(=O)(=O)c2ccc(Cl)cc2)CC1)c1ccccc1O | i | i | i | 8 | · | i | i | 12 | 0.2 | · | i
CCc1ccc(N(C)S(=O)(=O)c2ccc3[nH]cc(C(=O)NCCN4CCOCC4)c(=O)c3c2)cc1 | i | i | i | -2 | 0 | i | i | 28 | 0.2 | -23 | i
Clc1ccc2c(N3CCCC3)ccnc2c1 | i | i | i | 4 | 7 | i | -6* | -20 | -0.2 | -10 | -9*
Cc1cc(C(=O)c2cccs2)c(N)s1 | i | i | i | 0 | 1 | i | i | -36 | -1.8 | -13 | i
CCOC(=O)CNC(=O)N(CCOC)CC1CCCN(C2Cc3ccccc3C2)C1 (stereo not drawn) | i | i | i | -3 | 1 | i | i | 6 | 1.3 | -52 | i
CCOC(=O)CCc1c(C)nc(SCc2ccc(C(=O)O)cc2)c(C#N)c1C | i | i | i | 5 | 8 | i | i | 16 | 0.7 | -2 | i
Cc1nc2c3cc(F)ccc3n(Cc3ccc(F)cc3)c2s1 | i | i | i | 4 | 4 | i | i | -6 | 1.9 | 17 | i

# Shown with values under each structure: entries from further up
# Below each SMILES – TRPC6 activator	TRPC4 agonist	TRPC4 potent	SKKanGAS inh	IEC-6 cytotox	MrgX1 antagonist	TRPC4 block	aSyn UTR inh	HIF act	KLF5 inh	TRPC6 inh
O=C(NC1=NCCS1)c1nc(-c2ccccc2)n(-c2ccccc2)n1
    i	i	i	-3	-5	i	i	-16	-0.5	-17	i
O=C(CCC(=O)c1ccc(F)cc1)Nc1ccccc1Cl
    i	i	i	-1	-2	i	i	-3	0.1	-38	i
Clc1ccc(Cc2ccccc2)nn1
    i	i	i	-9	-2	i	i	-7	-0.1	-4	i
Cc1ccc(-c2nnc(SCC(=O)Nc3ccccc3F)o2)cc1
    i	i	i	-7	28*	i	i	92*	-3.3	100*	i
COCc1cc(CNC(=O)C2CCC(=O)N(Cc3ccccc3OC)C2)[nH]n1 (stereo not drawn)
    i	i	i	2	3	i	i	15	0.1	-17	i
O=C(NNC(=O)C1CCN(S(=O)(=O)c2ccc(Cl)cc2)CC1)c1ccccc1O
    i	i	i	8	·	i	i	12	0.2	·	i
CCc1ccc(N(C)S(=O)(=O)c2ccc3[nH]cc(C(=O)NCCN4CCOCC4)c(=O)c3c2)cc1
    i	i	i	-2	0	i	i	28	0.2	-23	i
Clc1ccc2c(N3CCCC3)ccnc2c1
    i	i	i	4	7	i	-6*	-20	-0.2	-10	-9*
Cc1cc(C(=O)c2cccs2)c(N)s1
    i	i	i	0	1	i	i	-36	-1.8	-13	i
CCOC(=O)CNC(=O)N(CCOC)CC1CCCN(C2Cc3ccccc3C2)C1 (stereo not drawn)
    i	i	i	-3	1	i	i	6	1.3	-52	i
CCOC(=O)CCc1c(C)nc(SCc2ccc(C(=O)O)cc2)c(C#N)c1C
    i	i	i	5	8	i	i	16	0.7	-2	i
Cc1nc2c3cc(F)ccc3n(Cc3ccc(F)cc3)c2s1
    i	i	i	4	4	i	i	-6	1.9	17	i

# From PubChem BioAssay
